PolyA inh: yeast polyadenylation inhibition. S. cerevisiae SKY197-pL101 polyadenylation reporter, beta-gal luminescence; efflux-impaired pdr1/pdr3 knockout yeast; score 100 = 6 SD above DMSO. 300,000 compounds, 0.02% hits. AID 1875. calls only at 12 µM;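 active means lowest replicate activity score at least 50, where 100 means six control SD above control mean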;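 further: yeast exposed to compound for 9 h at 30 °C; higher score means more reporter readthrough which indicates perturbed polyadenylation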
KCNK3 inh: human KCNK3 channel inhibition, primary screen; B-score at 10 µM; CHO-KCNK3 thallium flux, FluxOR fluorescence; hits give low values; 340,000 compounds, 0.84% hits; O14649;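 active means B-score under library mean minus 4 SD, starting fluorescence ratio at most library mean plus 5 SD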;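 further: more negative B-score means stronger inhibition of thallium flux through KCNK3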
KCNK9 block: inhibitors of human KCNK9 two-pore domain potassium channel; Q9NPC2; HEK293 KCNK9, FluxOR thallium flux fluorescence; hits give low values; B-score at 10 µM; 310,000 compounds, 1.2% hits;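 active means ratio B-score over 3 SD below the library mean, with starting fluorescence within 5 SD of its mean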;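 further: negative B-score means less thallium flux so channel inhibition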
hERG protect: hERG (human) protection from proarrhythmic block; AID 1511; 310,000 compounds, 0.51% hits; Q12809; activation (rescue from dofetilide block), less the hit threshold, % at 10 µM; CHO-hERG, FluxOR thallium flux, dofetilide IC70 present;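 active means activation above the mean of controls blocked by dofetilide plus 5 SD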;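 further: thallium influx through hERG after potassium depolarization seen as dye fluorescence rise; in these data hits start at about 4.7%; inactives centre near -7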
RGS4 pot: potentiators or activators of RGS4 | HEK293 M3R/inducible RGS4, carbachol calcium flux Fluo4; hits give low values | B-score at 10 µM | AID 463111 | 310,000 compounds, 0.92% hits;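 active means B-score of the integrated calcium signal more than 4 SD below the library mean, with starting fluorescence not abnormally high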;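 further: negative B-score means reduced calcium response which marks RGS4 activation or potentiation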
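System – HEK293 FlpIn-TREx cells, stable M3R, doxycycline-inducible RGS4 · Reagent – ECmax carbachol challenge · Times – compound preincubation 20 min at room temperature before agonist · Technique – Fluo4 fluorescence kinetic imaging of calcium · Measure – B score of integrated Fluo4 ratio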
Dyrk1A ADPGlo: blocks rat Dyrk1A kinase activity; Q63470; ADP-Glo luminescence, NFATc1 peptide; inhibition, % at 12.5 µM; 310,000 compounds, 0.43% hits; AID 504441; in the data active means inhibition above about 50%;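 further: plate controls were vehicle with enzyme for no effect and no enzyme for full effect; many of its hits are not listed in these tables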
KCNQ1 pot: potentiates or activates the human KCNQ1 potassium channel; P51787; CHO-K1 KCNQ1, thallium flux FluxOR fluorescence; hits give high values; B-score at 10 µM; 310,000 compounds, 0.35% hits; AID 2648;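 active means fluorescence ratio B-score, a plate-corrected score, at least three library SD, with initial intensity B-score within 5 SD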
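Assay system: CHO-K1 cells stably expressing KCNQ1; Medium: assay buffer with matched DMSO; Also added: K+/Tl+ depolarizing stimulus; Dosing: single dose; Timing: dye 90 min, compound 20 min, room temperature; Measured by: kinetic FluxOR thallium fluorescence, 10-s 1-Hz baseline, 110-s post-stimulus read; Read-out: peak-minus-minimum fluorescence over initial fluorescence, negative-control normalized, B-scored.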
GSK3B inh: human GSK3beta kinase inhibition. GST-GSK3beta kinase, ADP-Glo luminescence, 60 min; hits give low values. 300,000 compounds, 0.038% hits. P49841. activity score (negative = inhibition), % at 10 µM;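 active means more than half of replicate wells score below -50%, meaning over 50% inhibition versus plate controls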;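 further: 0% = median DMSO wells and -100% = median GW8510 positive control wells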
Target sequence (P49841 whole entry, looked up): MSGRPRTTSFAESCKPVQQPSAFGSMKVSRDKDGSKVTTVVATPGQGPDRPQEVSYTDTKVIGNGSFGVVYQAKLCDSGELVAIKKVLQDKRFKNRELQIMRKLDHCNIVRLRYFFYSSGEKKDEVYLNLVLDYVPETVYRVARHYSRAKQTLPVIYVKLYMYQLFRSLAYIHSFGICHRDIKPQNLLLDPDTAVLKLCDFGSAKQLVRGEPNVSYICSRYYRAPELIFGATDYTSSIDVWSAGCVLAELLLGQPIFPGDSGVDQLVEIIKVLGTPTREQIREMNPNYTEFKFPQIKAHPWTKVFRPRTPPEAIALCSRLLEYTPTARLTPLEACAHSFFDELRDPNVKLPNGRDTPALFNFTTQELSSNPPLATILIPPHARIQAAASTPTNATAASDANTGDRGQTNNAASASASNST
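Test system: GST-tagged human GSK3beta kinase, cell-free; evaluation: activity score scaled between in-plate DMSO and GW8510 controls; measured by: ADP-Glo luminescence; incubation: 60 min reaction, RT; benchmarks: DMSO and 20 µM GW8510; reagent: peptide substrate plus 25 µM ATP (final); medium: Tris/MgCl2 kinase buffer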
RGS4 block: inhibitors of human RGS4. P49798. HEK293 M3R/RGS4 inducible, Fluo-4 calcium flux; hits give high values; triggered by carbachol at its EC20. B-score at 10 µM. 310,000 compounds, 0.45% hits. AID 463165;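 active means B-score, a plate-corrected calcium signal, over three deviations above library mean, with baseline fluorescence within five deviations of library mean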;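 further: RGS4 expression induced by doxycycline in cells with stable M3 receptor; B-score is computed from the integrated fluorescence ratio over baseline after carbachol; higher B-score means a larger calcium signal and so more RGS4 inhibition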
KCNQ1 inh: human KCNQ1 channel inhibition. P51787. CHO-K1 KCNQ1, FluxOR thallium flux fluorescence; hits give high values. B-score at 10 µM. 310,000 compounds, 1.3% hits;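 active means compounds whose thallium flux B-score, printed positive for inhibition, exceeds three library SD while starting fluorescence stays within three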;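 further: channel opened by potassium depolarization with thallium stimulus after 20 min compound exposure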
GSK3A inh: inhibitors of human GSK-3 alpha kinase; P49840; ADP-Glo luminescence, 60 min; inhibition, % at 10 µM; 320,000 compounds, 0.1% hits; AID 2650;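 in the data active means inhibition above about 50%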;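 further: GST-tagged GSK-3 alpha with peptide substrate and 25 µM ATP; 0% = DMSO neutral wells and 100% = GW8510 positive control wells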
Target sequence (P49840 whole entry, looked up): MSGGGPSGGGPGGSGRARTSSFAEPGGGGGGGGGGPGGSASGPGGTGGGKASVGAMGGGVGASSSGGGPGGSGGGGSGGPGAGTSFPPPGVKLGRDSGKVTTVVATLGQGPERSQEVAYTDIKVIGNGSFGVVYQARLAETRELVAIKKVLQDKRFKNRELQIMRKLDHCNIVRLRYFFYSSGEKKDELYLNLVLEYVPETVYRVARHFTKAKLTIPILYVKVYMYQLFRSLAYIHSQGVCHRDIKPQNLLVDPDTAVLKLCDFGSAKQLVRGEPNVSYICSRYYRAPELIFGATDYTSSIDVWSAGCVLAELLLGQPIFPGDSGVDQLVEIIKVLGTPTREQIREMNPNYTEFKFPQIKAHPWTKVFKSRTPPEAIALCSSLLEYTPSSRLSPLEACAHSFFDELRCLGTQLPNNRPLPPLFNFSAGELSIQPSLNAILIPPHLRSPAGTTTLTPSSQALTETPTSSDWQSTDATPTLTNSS
Active calls of the source: *; i = inactive; / = no result given. Only part of the results is shown; rates above refer to the full screens.

Values run as follows: PolyA inh, KCNK3 inh, KCNK9 block, hERG protect, RGS4 pot, Dyrk1A ADPGlo, KCNQ1 pot, GSK3B inh, RGS4 block, KCNQ1 inh, GSK3A inh
1	CCN1C(=O)[C@@H]2[C@H](C1=O)[C@@H]1C(=O)Nc3ccccc3C(=O)N1[C@@H]2c1ccc(Br)cc1
  i, i, i, -6, i, 4, i, -2, i, i, -3
2	COc1cc(-c2cc(C(=O)N(C)Cc3ccccc3)c3ccccc3n2)cc(OC)c1OC
  i, i, i, -13, i, -1, i, 2, i, i, -2
3	COc1ccccc1C(CC(=O)Nc1ccc(C)c(C)c1)c1ccc(OC(C)C)cc1 (configuration not stated)
  i, i, i, -2, i, 2, i, -1, i, i, 0
4	COC(=O)COc1ccc(S(=O)(=O)N2CCc3ccccc3C2)cc1
  i, i, i, -14, i, 7, i, 0, i, i, -2
5	Cn1c(=O)c2c(n(C)c1=O)=NC1(CCCCC1)ON=2
  i, i, i, -3, i, -2, i, 1, i, i, -1
6	Cc1nc2ncnn2c(Nc2ccc3c(c2)OCCO3)c1C
  i, i, i, -6, i, 2, i, 2, i, i, 1
7	COc1ccccc1N1CCN(C2CCCN(C(=O)c3ccccn3)C2)CC1 (configuration not stated)
  i, i, i, -5, i, -3, i, 3, i, i, -1
8	CC(=O)CN1C(=O)NC2(CCCc3ccccc32)C1=O (configuration not stated)
  i, i, i, -1, i, -3, i, 3, i, i, 0
9	Cc1nnc(Sc2cc(C(=O)NCc3ccco3)c3ccccc3n2)s1
  i, i, i, -11, i, 4, i, 0, i, i, 0
10	Cc1ccc(C(=O)N2c3ccccc3NC(=O)C2C)cc1 (configuration not stated)
  i, i, i, -5, i, -5, i, -1, i, i, 2
11	CCOc1nc(SC(C(C)=O)C(=O)Nc2ccccc2)nc(N(C)C)n1 (configuration not stated)
  i, i, i, -8, i, -8, i, 1, i, i, 0
12	O=S(=O)(NCC1CCCO1)c1ccccc1 (configuration not stated)
  i, i, i, -2, i, 1, i, 0, i, i, -1
13	O=C1OC(c2ccccc2)=N/C1=C\C=C\c1ccco1
  i, i, i, 1, i, -1, i, -3, i, i, 2
14	O=C(CCc1ccccc1)N1CCCC1
  i, i, i, 0, i, /, i, 2, i, i, -2
15	CCN(CCC(=O)Nc1cc([N+](=O)[O-])ccc1OC)Cc1ccccc1
  i, i, i, -9, i, -9, i, 0, i, i, 0
16	Cc1nc2ccc(NC(=O)COc3ccccc3C)cc2s1
  i, i, i, -6, i, 8, i, -2, i, i, -2
17	CC(C)C[C@H](N)c1nnc(SCC(=O)Nc2ccc(Br)cc2)o1
  i, i, i, -3, i, 8, i, 2, i, i, -1
18	CCCCCCCCCCS(=O)(=O)N/N=C/c1ccc([N+](=O)[O-])cc1
  /, i, i, -5, i, 7, i, -2, i, i, 2
19	O=C(CSc1nc(C2CC2)nc2ccccc12)N1c2ccccc2Sc2ccccc21
  i, i, i, -6, i, 0, i, -2, i, i, 0
20	Cc1cc2ncn(C(=O)c3c(-c4c(Cl)cccc4Cl)noc3C)c2cc1C
  i, i, i, -12, -7.2*, 5, i, 1, i, i, -2
21	COc1cccc(NC(=O)c2ccc(N3C(=O)C4CCC(C)CC4C3=O)cc2)c1 (configuration not stated)
  i, i, i, -8, i, -9, i, -4, i, i, -1
22	COc1ccc(CCN/C=C2/CC(=O)NC2=O)cc1OC
  i, i, i, -8, i, -3, i, -3, i, i, 2
23	Cc1ccccc1-c1ncc(CN2CCN(C3CCCCC3)C(CCO)C2)cn1 (configuration not stated)
  i, i, i, -9, i, -7, i, 2, i, i, 2
24	COC(=O)C1=CN(Cc2ccc(C)cc2)C=C(C(=O)OC)C1c1cc(OC)c(OC)c(OC)c1
  i, i, i, -5, i, -1, i, -3, i, i, -1
25	COc1ccc(NC(=O)CS(=O)CC(=O)Nc2ccc(NC(C)=O)cc2)cc1 (configuration not stated)
  i, i, i, -4, i, 6, i, 1, i, i, 3
26	CCC(C)Nc1nc2c(c(=O)n(C)c(=O)n2C)n1Cc1cccc(C)c1 (configuration not stated)
  i, i, i, -4, i, 10, i, 2, i, i, /
27	O=C(O)c1cn(-c2ccc(F)cc2)c(=O)c2ccccc12
  i, i, i, -6, i, 5, i, 5, i, i, /
28	CCOC(=O)c1[nH]c2cc(OC)c(OC)cc2c1NC(=O)C(C)N1CCN(Cc2ccccc2)CC1 (configuration not stated)
  i, i, i, -2, -8.7*, 0, i, 12, i, i, -1
29	Cc1ccc(C)c(NC(=O)Cc2csc(-c3ccccc3)n2)c1
  i, i, i, -3, i, -1, i, 1, i, i, -2
30	O=C(CN1C(=O)c2ccccc2C1=O)NC1CCCCC1
  i, i, i, -5, i, -11, i, -3, i, i, -3

A few values from the list:
Value of entry 17 under hERG protect: -3
Value of entry 8 under Dyrk1A ADPGlo: -3

Compound profiles, as listed above. Screens in order: PolyA inh | KCNK3 inh | KCNK9 block | hERG protect | RGS4 pot | Dyrk1A ADPGlo | KCNQ1 pot | GSK3B inh | RGS4 block | KCNQ1 inh | GSK3A inh
Shown for `COc1ccc(CCN/C=C2/CC(=O)NC2=O)cc1OC` : i | i | i | -8 | i | -3 | i | -3 | i | i | 2
Shown for `O=C(O)c1cn(-c2ccc(F)cc2)c(=O)c2ccccc12` : i | i | i | -6 | i | 5 | i | 5 | i | i | /

Filtered by structure, the compounds so far with a nitro group on carbon
Values run as follows: PolyA inh, KCNK3 inh, KCNK9 block, hERG protect, RGS4 pot, Dyrk1A ADPGlo, KCNQ1 pot, GSK3B inh, RGS4 block, KCNQ1 inh, GSK3A inh
15	CCN(CCC(=O)Nc1cc([N+](=O)[O-])ccc1OC)Cc1ccccc1
  i, i, i, -9, i, -9, i, 0, i, i, 0
18	CCCCCCCCCCS(=O)(=O)N/N=C/c1ccc([N+](=O)[O-])cc1
  /, i, i, -5, i, 7, i, -2, i, i, 2

(more compounds)
Values run as follows: PolyA inh, KCNK3 inh, KCNK9 block, hERG protect, RGS4 pot, Dyrk1A ADPGlo, KCNQ1 pot, GSK3B inh, RGS4 block, KCNQ1 inh, GSK3A inh
31	COCCNC(=O)c1onc(CSc2ccccn2)c1C(=O)NCCOC
  i, i, i, -8, i, 12, i, -2, i, i, /
32	COc1ccc(-n2c(=O)[nH]cc(C(=O)N3CCc4ccccc43)c2=O)cc1
  i, i, i, -4, i, -1, i, 6, i, i, 0
33	Cc1ccccc1CNS(=O)(=O)c1csc(C(N)=O)c1
  i, i, i, -8, i, -4, i, -1, i, i, -2
34	O=C(NCC1CCCCC1)C1CCC(=O)N(CCc2cccc(F)c2)C1 (configuration not stated)
  i, i, i, -7, i, -4, i, 4, i, i, 6
35	COc1ccccc1C(=O)Nc1nc2ccc(S(C)(=O)=O)cc2s1
  i, i, i, -15, i, 1, i, 0, i, i, 2
36	Cc1cc(NC(=O)c2cccc(Oc3ccccc3)c2)n[nH]1
  i, i, i, -6, i, 2, i, -15, i, i, 7
37	Cc1ccc(-n2c(CCc3nc4ccccc4[nH]3)n[nH]c2=S)cc1
  i, i, i, -3, i, 0, i, 4, i, i, 10
38	CCN(CC(=O)NCc1ccncc1)S(=O)(=O)c1ccccc1
  i, i, i, -9, i, -2, i, 9, i, i, -1
39	[O-]/[N+](=C/c1ccco1)c1ccccc1
  i, i, i, -7, i, -2, i, 0, i, i, -1
40	COc1ccc(NCN2C(=O)C3C4C=CC(C4)C3C2=O)cc1 (configuration not stated)
  i, i, i, -3, i, -3, i, 1, i, i, 0
41	O=C(O)C1CCCN1C(=O)c1cccs1 (configuration not stated)
  i, i, i, -6, i, -2, i, 2, i, i, -1
42	O=C(CN1CCC(n2nnc3cc(C(F)(F)F)ccc32)CC1)NNC(=O)c1ccco1
  i, i, i, -15, i, 2, i, -3, i, i, -1
43	COc1ccc2cc3cc(C(=O)NCC4COc5ccccc5O4)oc3nc2c1 (configuration not stated)
  i, i, i, -5, i, 23, i, -3, i, i, -1
44	O=C(N/N=C\c1ccc(-c2ccc([N+](=O)[O-])cc2)o1)C1COc2ccccc2O1 (configuration not stated)
  i, i, i, -7, i, -3, i, 1, i, i, 0
45	CC(/C=C1\SC(=S)N(NS(=O)(=O)c2ccccc2)C1=O)=C\c1ccccc1
  i, i, i, 10*, i, -7, 14*, 4, i, i, /
46	O=C(Nc1ccccc1)OCCNC(=O)c1cccc(Br)c1
  i, i, i, -1, i, -3, i, -5, i, i, -2
47	Oc1ccc(CCNc2c3ccccc3nc3ccccc23)cc1O
  i, i, i, -7, i, 13, i, -1, i, i, 9
48	COc1ccc(-c2cnc(N)n2CC2CCCO2)cc1 (configuration not stated)
  i, i, i, -2, i, 3, i, -1, i, i, -1
49	O=C(O)CCCCCN=Cc1c(O)c2ccccc2oc1=O
  i, i, i, -8, i, 4, i, -3, i, i, 4
50	COc1ccc(-c2cc(C#N)nc(N3CCNCC3)n2)cc1
  i, i, i, -22, i, 2, i, -1, i, i, -4
51	C=CC(COCc1ccccc1)N(Cc1ccccc1)S(=O)(=O)c1ccccc1Br (configuration not stated)
  i, i, i, -2, i, -1, i, 2, i, i, 0
52	O=C(CCCCCNc1nc(=S)[nH]c2ccccc12)NCCc1ccc(Cl)cc1
  i, i, i, -11, i, -6, i, /, i, i, /
53	COc1ccc2[nH]c(C(=O)O)c(NS(=O)(=O)c3ccc(OC)c(OC)c3)c2c1
  i, i, i, -7, i, 10, i, 1, i, i, 38
54	COc1ccc(NCc2nnc(SCC(=O)Nc3nc(-c4ccccc4)cs3)n2-c2ccccc2)cc1
  i, i, i, -6, i, -4, i, 3, i, i, 2
55	COc1ccc(NC(=O)CN(C)C(=O)c2ccc(NS(=O)(=O)c3ccc(C)c([N+](=O)[O-])c3)cc2)cc1
  i, i, i, -15, i, 4, i, -2, i, i, 1
56	Cc1cccc(N(C)C(=O)CCS(=O)(=O)c2cc3c(cc2Cl)NC(=O)CO3)c1
  /, i, i, -4, i, 2, i, 0, i, i, -2
